# NOD1 NF-kB reporter = inhibition of NOD1-driven NF-kB reporter – cell-based, luminescence, uHTS, primary screen (AID 1578) | inhibition, % at 4 µM; hits with a dose series show EC50 in µM | 290,000 compounds, 1% hits | NOD1-driven NF-kB luciferase reporter cells, luminescence; higher % means a stronger effect; in the data active = inhibition mostly above about 36%, no sharp cut-off; inactive = mostly below about 34%;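 also: HEK-293T reporter cells stimulated with the NOD1 agonist gamma-tri-DAP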
# HIV peptide binding = inhibitors of HIV fusion peptide binding, primary screen, biochemical, uHTS, fluorescence dequenching (AID 1986); cell-free peptide binding, fluorescence dequenching, 30 min; higher % means a stronger effect; one-dose inhibition, % at 20 µM; IC50 in µM for titrated hits; 290,000 compounds, 0.3% hits; in the data active = inhibition mostly above about 52%, no sharp cut-off; inactive = mostly below about 76%; also: some results filed as inactive read as strong as hits
# GPR55 activation = selective activators of receptor GPR55 – imaging, U2OS cells, beta-arrestin-GFP redistribution, primary screen (AID 1961); U2OS GPR55 beta-arrestin-GFP redistribution imaging; higher % means a stronger effect; activation, % at 10 µM; hits with a dose series show EC50 in µM; 290,000 compounds, 0.048% hits;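 active = activation above 40% with more than 50 cells counted in the well; inconclusive = wells holding fewer than 50 cells, flagged as toxic or sparse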;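 also: U2OS osteosarcoma cells stably expressing GPR55 and beta-arrestin-GFP; plate controls were DMSO negative control for no effect and LPI positive control for full effect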
# AID2073 = inhibitors of Mint1-CaV2.2 protein interaction, biochemical, HTRF (AID 2073); HTRF protein-protein interaction, Mint1-CaV2.2; higher % means a stronger effect; inhibition, % at 20 µM, or IC50 in µM where a hit was titrated; 290,000 compounds, 0.19% hits; in the data active = inhibition mostly above about 51%, no sharp cut-off; inconclusive = no clear call, values can overlap the other calls; inactive = mostly below about 53%; also: some results filed as inactive read as strong as hits
# KOR beta-arrestin-1 = KOR agonists, beta-arrestin recruitment, primary screen, cell-based, luminescence, uHTS (AID 1777); KOR beta-arrestin recruitment, luminescence; higher % means a stronger effect; one-dose activation, % at 10 µM; EC50 in µM for titrated hits; 280,000 compounds, 0.02% hits; in the data active = activation above about 50%, passing the limit was not always enough; also: a part of the inactive calls stands beside numbers as strong as those of hits
# KOR beta-arrestin-2 = KOR antagonists, beta-arrestin recruitment, cell-based, luminescence, uHTS (AID 1778); 290,000 compounds, 0.091% hits; inhibition, % at 10 µM; hits with a dose series show IC50 in µM; KOR beta-arrestin recruitment, luminescence, antagonist mode; higher % means a stronger effect; in the data active = inhibition above about 50%; also: strong numbers were not always called active
# GPR55 LPI antagonism = inhibition of LPI-stimulated GPR55 beta-arrestin translocation – imaging, U2OS, beta-arrestin-GFP, LPI agonist, primary screen (AID 2013); inhibition, % at 10 µM, or IC50 in µM where a hit was titrated; U2OS GPR55 beta-arrestin-GFP translocation imaging, LPI antagonism; higher % means a stronger effect; 290,000 compounds, 0.13% hits;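 active = spots per cell inhibited over 60%, with over 100 cells counted and total cytoplasm intensity under 500,000; inconclusive = wells with under 100 cells, flagged as likely toxic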;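 also: U2OS cells stably carrying GPR55 and arrestin-GFP stimulated by 5 µM LPI near EC80; imaged beta-arrestin-GFP aggregate spots per cell after agonist stimulation; plate controls were LPI-stimulated DMSO wells for no effect and DMSO wells without LPI for full effect; some results filed as inactive read as strong as hits; confirmed hits need IC50 under 10 µM and bright autofluorescent wells are also inconclusive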
# SIAH1 antagonists = Siah-1 peptide-binding antagonists, primary screen, biochemical, fluorescence polarization, rhodamine-plectin, uHTS (AID 1817) | 290,000 compounds, 0.02% hits | Siah-1 / rhodamine-plectin peptide fluorescence polarization; higher % means a stronger effect | displacement, % at 20 µM; hits with a dose series show IC50 in µM;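 active = displacement of at least 50% at 20 µM, with a fluorescence ratio check between 0.3 and a set limit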;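 also: plate controls were Siah plus tracer with DMSO for no effect and tracer alone without Siah for full effect; strong numbers were not always called active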
# GPR35 antagonists = inhibition of zaprinast-stimulated GPR35 beta-arrestin translocation – imaging, U2OS, beta-arrestin-GFP, zaprinast agonist, primary screen (AID 2058); U2OS GPR35 beta-arrestin-GFP translocation imaging, zaprinast antagonism; higher % means a stronger effect; inhibition, % at 10 µM; hits with a dose series show IC50 in µM; 290,000 compounds, 0.052% hits;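 active = inhibition of at least 50% with at least 30 cells and total cytoplasm GFP at most 10,000,000; inconclusive = under 30 cells or total GFP of 10,000,000 plus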
# Starred values were filed as active, the others as inactive; ? = inconclusive; nt = no result given; [ ] = dose if it differs, or a comment. This is a subset; count on the stated rates, not on these rows.
SMILES,NOD1 NF-kB reporter,HIV peptide binding,GPR55 activation,AID2073,KOR beta-arrestin-1,KOR beta-arrestin-2,GPR55 LPI antagonism,SIAH1 antagonists,GPR35 antagonists
Cc1cc(C)cc(N2CC(C)(C)C2=O)c1,-29%,1.0%,-1.1%,4%,9.7%,0%,13%,2%,2%
O=C(c1cc2ccccc2[nH]1)N(Cc1cccnc1)CC1CCCN(C2CCCCC2)C1 (configuration not stated),-12%,2.9%,-0.1%,4%,0.7%,12%,10%,1%,-6%
C/C(CC(=O)Nc1cc(C)ccn1)=N\NC(=O)C(=O)NC(C)C,-38%,0.4%,-0.2%,14%,-1.0%,14%,13%,12%,11%
CCNc1ccc(C(=O)OCC(=O)N2c3ccccc3NC(=O)C2(C)C)cc1[N+](=O)[O-],6%,-1.6%,0.3%,14%,-0.3%,23%,11%,-6%,-6%
Cc1c(NC(=O)CSc2nc(-c3ccco3)cc(C(F)(F)F)n2)c(=O)n(-c2ccccc2)n1C,-9%,1.1%,-0.1%,-4%,-7.2%,5%,10%,3%,-5%
Cc1ccc(S(=O)(=O)NCC(C)n2cncn2)cc1 (configuration not stated),-21%,0.7%,0.1%,8%,8.1%,3%,-5%,0%,-8%
O=C(CCCN1C(=O)c2ccccc2C1=O)N1CCN(c2ccccn2)CC1,-14%,1.3%,0.0%,-12%,-1.2%,8%,11%,3%,-2%
COc1cc(-c2cc(-c3nnco3)c3ccccc3n2)cc(OC)c1OC,-31%,-1.4%,0.1%,16%,-0.7%,8%,-17%,5%,-8%
c1ccc(-c2nn3c(Cn4cnc5ccccc54)nnc3s2)cc1,3%,-0.2%,-0.2%,9%,-0.5%,15%,6%,-7%,-3%
COC(=O)c1ccccc1NC(=O)CN1CCN(C(=O)c2ccco2)CC1,-8%,-0.8%,-0.1%,0%,-3.8%,21%,-16%,3%,6%
COCCCn1c(C23CC4CC(CC(C4)C2)C3)n[nH]c1=S,-12%,-0.5%,-0.4%,-28%,3.2%,-52%[20 µM],-17%,-2%,-3%
COc1ccccc1N1CCN(C(=O)COc2ccc(S(=O)(=O)NC(C)(C)C)cc2)CC1,-17%,0.0%,0.1%,10%,-2.8%,-12%,3%,12%,-3%
Cc1ccc(C(=O)NCCN2C3=NC[C@H](C(C)C)N3C[C@H]2Cc2ccc(O)cc2)cc1Br,-38%,0.0%,-0.1%,10%,-2.2%,-3%,-6%,7%,2%
CCOC(=O)c1c(NC(=O)CCS(=O)(=O)c2ccccc2)sc2c1CCN(C)C2,-2%,3.1%,-0.1%,24%,12%,-3%,-10%,-4%,-12%
CC(C)Cn1c(CN2CCN(c3ccccc3F)CC2)nc2c1c(=O)[nH]c(=O)n2C,8%,1.1%,0.0%,?,16%,-26%,-7%,1%,-5%
CCN(CC)CCN1c2ccccc2Sc2ccccc21,-26%,-0.2%,-0.1%,8%,-0.7%,16%,34%,8%,-7%
O/N=C/c1ccccc1OCc1ccccc1F,-30%,-0.4%,-0.2%,4%,-1.7%,nt,8%,7%,0%
CCOC(=O)c1ccc(NC(=O)c2ccc(CN3CCOCC3)cc2)cc1,25%,-0.8%,-0.2%,17%,-1.0%,-52%,-14%,-4%,-8%
O=C(N=C1SC2CS(=O)(=O)CC2N1c1c(Cl)cccc1Cl)C1CC1 (configuration not stated),-23%,1.6%,0.2%,-3%,-1.5%,-13%,-5%,8%,-5%
O=C(CCc1ccccc1)NNC(=O)COc1ccccc1Cl,-6%,-2.0%,0.4%,9%,-2.2%,3%,6%,3%,-7%
CC(=O)c1nnn(-c2ccc(F)cc2F)c1C,-5%,1.4%,-0.1%,-3%,-2.2%,-15%,1%,3%,-6%
CCOc1ccc(N(CC(=O)N2CCN(c3ccccc3)CC2)S(=O)(=O)c2c(C)noc2C)cc1,7%,-1.9%,-0.1%,-1%,-0.7%,19%,-3%,2%,-7%
Cc1ccc(S(=O)(=O)N2CCC(C(=O)Nc3nnc(-c4ccco4)s3)CC2)cc1,-17%,3.7%,0.6%,8%,-4.3%,22%,2%,2%,-3%
COc1cc(C2CC(=O)Oc3c(C(CCN4CCOCC4)c4ccc(N(C)C)cc4)c(OC)cc(OC)c32)cc(OC)c1OC (configuration not stated),-15%,-0.7%,-0.1%,-2%,2.1%,13%,4%,8%,18%
O=C(N/C(=C\c1ccc(Br)cc1)c1nc2ccccc2[nH]1)c1ccco1,20%,1.6%,0.7%,2%,1.7%,-16%,2%,0%,7%
O=C(Nc1nccs1)C(c1ccccc1)N1CCCC1 (configuration not stated),-25%,4.9%,-0.3%,0%,-0.1%,-9%,9%,-3%,-15%
COc1ccc(NC(=O)c2cccs2)cc1C(=O)N1CCN(c2ccccc2)CC1,-9%,-2.1%,-0.1%,5%,-3.7%,14%,1%,2%,-4%
Cc1ccccc1-n1cnnc1SCC(=O)N1CCN(c2ccccc2)CC1,10%,-1.1%,-0.1%,-6%,0.2%,-36%,2%,-4%,1%
COc1ccc(OC(C)c2ccc(C#N)c(=O)[nH]2)cc1 (configuration not stated),-20%,-0.9%,-0.1%,5%,-3.3%,-6%[20 µM],-1%,0%,-12%
Cc1ccc(C(=O)NCCc2cccs2)cc1,26%,0.9%,0.3%,0%,-3.5%,-11%,2%,-5%,-4%
CCOC(=O)N1CCN(CC(=O)Nc2c(C(=O)OC)[nH]c3ccccc23)CC1,-13%,2.7%,0.2%,?,0.8%,-26%,22%,2%,-11%
CC1=C[C@H]2OC(=O)[C@@H](C)[C@H]2C[C@@H]2[C@H]1C[C@@H](O)[C@@]2(C)O,4%,-1.7%,0.8%,9%,2.2%,46%,-11%,-3%,4%
CN(C)/C=C(\C=O)c1onc(-c2ccccc2Cl)c1C#N,-25%,3.6%,0.0%,?,-2.7%,12%,11%,-3%,6%
COCCNC(=O)c1ccc(Cn2c(=S)[nH]c3cc4c(cc3c2=O)OCO4)cc1,-42%,3.4%,-0.2%,-36%,-3.1%,-22%,22%,-4%,-6%
CN(C)CCCN(C(=O)c1ccc2c(c1)CCCC2)c1nc2ccc(F)cc2s1,-24%,-2.3%,0.6%,14%,-3.2%,13%,32%,2%,9%
Cc1ccc(C)c(Nc2nc3nonc3nc2N2CCOCC2)c1,4%,-2.0%,-0.1%,-5%,-0.1%,18%,nt,0%,0%
CCCCc1nnc2c(N(C)S(=O)(=O)c3ccc(C)cc3)nc3ccccc3n12,-6%,2.3%,-0.1%,-1%,4.9%,-13%,12%,14%,-3%
COC(=O)c1c(NC(=O)CSc2nc3nc(C)cc(C)n3n2)sc(C)c1C,-1%,0.7%,-0.3%,-6%,4.6%,-13%,4%,-4%,0%
CC(=O)c1nnn(-c2cccc([N+](=O)[O-])c2)c1C,-27%,-0.5%,0.1%,1%,-5.7%,8%,4%,1%,-1%
COc1cccc(OCc2cc(C(=O)N(C)Cc3nc(C)cs3)no2)c1,-56%,-1.4%,-0.1%,-1%,1.6%,-10%,-2%,0%,-9%
NC1=C(Br)C(=O)c2ccccc2C1=O,-4%,-1.8%,0.6%,-8%,-1.6%,7%,1%,6%,-1%
O=C(Nc1cccnc1Oc1ncnc2cc(Cl)ccc12)c1ccc(F)cc1,0%,0.2%,-0.2%,9%,2.9%,-26%,6%,0%,59%
Cc1ccc(N2C(S)=C(C#N)C(=O)NC23CCCCC3)cc1,-18%,-0.5%,-0.2%,-5%,-0.9%,9%,-4%,-6%,2%
C=CCNC(=S)NN=C1CCCCCCC1,-17%,-0.6%,-0.4%,-22%,-3.7%,-26%,-1%,-2%,-3%
O=C(CCN1C(=O)S/C(=C\c2ccccc2)C1=O)NC1CCS(=O)(=O)C1 (configuration not stated),-14%,-0.5%,0.3%,25%,-1.0%,3%,-4%,8%,3%
COC(CNC(=O)CN1CCN(Cc2ccccc2F)C1=O)OC,17%,-2.7%,-0.1%,2%,5.2%,-20%,15%,-2%,3%
C=C(C)C1CC=C(C)/C(=N/NC(=O)c2cccc([N+](=O)[O-])c2)C1 (configuration not stated),4%,-0.9%,-0.2%,-2%,9.6%,-36%,2%,0%,-4%
Cc1ccc(Cn2nnc3c(=O)n(Cc4cccc(C)c4)cnc32)cc1,4%,0.5%,0.2%,1%,-1.4%,28%,-4%,-2%,-5%
O=[N+]([O-])c1cc(/C=N/Nc2nc(N3CCCCC3)nc(N3CCCCC3)n2)ccc1O,-17%,-0.2%,0.4%,2%,-7.7%,-5%,2%,-3%,26%
N=C1/C(=C/c2ccc(-c3cccc(C(=O)O)c3)o2)C(=O)N=C2SC(CC(=O)N3CCOCC3)=NN12,-3%,44%,1.0%,28%,-0.6%,-6%,-4%,-1%,-2%
Cc1c(NC(=O)CN2C(=O)c3cccc4cccc2c34)c(=O)n(-c2ccccc2)n1C,-14%,-2.3%,-0.3%,13%,-3.2%,-53%,6%,-5%,11%
CC(=O)c1cccc(Nc2nc(-c3cccnc3)cs2)c1,53%,-0.9%,-0.1%,6%,4.1%,-84%[20 µM],6%,-11%,1%
NS(=O)(=O)c1ccc(N/N=C/c2ccccn2)c([N+](=O)[O-])c1,-44%,0.2%,-0.2%,1%,3.5%,16%,-2%,1%,2%
Cc1c(Cl)c([N+](=O)[O-])nn1CCCC(=O)Nc1cccc(Cl)c1Cl,-34%,-1.8%,0.6%,2%,-4.5%,29%,0%,3%,6%
COc1ccc(Cc2nnc(NC(=O)CS(=O)(=O)c3ccc(C)cc3)s2)cc1OC,-20%,0.4%,-0.1%,25%,-1.2%,-18%,-24%,-4%,11%
Oc1[nH]c2ccc(Br)cc2c1N=NC(=S)Nc1ccc(F)cc1,-8%,-5.6%,-0.3%,16%,0.4%,14%,6%,-9%,0%
Cc1ccc2c(c1)C(c1ccc(F)cc1)N(C(=O)c1ccccc1Br)CC(=O)N2 (configuration not stated),1%,-0.1%,-0.1%,22%,-8.8%,1%,5%,1%,17%
Cc1cc(C)c(OCC(=O)OCC(=O)NC2CCCCCCC2)c(C)c1,-5%,0.2%,-0.1%,3%,6.8%,-35%,2%,2%,0%
COc1ccc(N2CCN(C(=O)c3ccc4c(c3)NC(=O)C(CSCc3ccc(C)cc3)N4)CC2)cc1 (configuration not stated),-3%,7.3%,-0.2%,26%,3.2%,-26%,4%,-8%,2%
